Screening results as filed in PubChem BioAssay.
KAT2A inh: GCN5L2 (KAT2A) acetyltransferase inhibition; Q92830; GCN5L2 HAT assay, ThioGlo1 CoA-SH fluorescence; Potency, µM (highest dose often 58.9 µM), for the others: at the highest dose activity change, negative = inhibition, actives largely listed as inhibitors; actives 0.21% (n = 390,000); AID 504327
Target sequence (Q92830 whole entry, looked up): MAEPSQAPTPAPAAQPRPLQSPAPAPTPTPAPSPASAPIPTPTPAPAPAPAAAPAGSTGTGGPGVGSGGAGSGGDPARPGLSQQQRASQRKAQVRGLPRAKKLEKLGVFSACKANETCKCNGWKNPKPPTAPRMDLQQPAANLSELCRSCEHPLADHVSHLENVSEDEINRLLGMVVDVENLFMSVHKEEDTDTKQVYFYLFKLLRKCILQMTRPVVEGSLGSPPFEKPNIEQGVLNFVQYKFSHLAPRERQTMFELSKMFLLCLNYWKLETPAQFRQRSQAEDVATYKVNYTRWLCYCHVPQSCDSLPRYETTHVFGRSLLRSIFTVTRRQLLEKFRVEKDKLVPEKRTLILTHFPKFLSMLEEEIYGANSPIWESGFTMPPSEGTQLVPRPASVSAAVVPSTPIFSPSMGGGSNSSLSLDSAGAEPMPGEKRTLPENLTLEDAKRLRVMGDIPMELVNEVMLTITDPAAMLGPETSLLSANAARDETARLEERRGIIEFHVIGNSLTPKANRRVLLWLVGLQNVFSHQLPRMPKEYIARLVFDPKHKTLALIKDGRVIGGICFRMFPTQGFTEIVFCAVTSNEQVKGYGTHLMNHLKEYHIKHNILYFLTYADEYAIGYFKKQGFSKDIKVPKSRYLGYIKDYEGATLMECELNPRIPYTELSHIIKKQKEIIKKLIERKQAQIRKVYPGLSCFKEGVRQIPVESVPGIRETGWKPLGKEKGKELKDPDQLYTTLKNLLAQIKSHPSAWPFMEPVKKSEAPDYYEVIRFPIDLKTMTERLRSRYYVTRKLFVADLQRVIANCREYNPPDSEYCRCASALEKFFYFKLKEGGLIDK
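ThioGlo1-coupled HAT assay: 20nM GCN5L2, 70uM acetyl-CoA, 75uM H3(1-25) peptide, pH 7.5. Fluorescence read at 340/540nm at start and after 20 min at room temperature.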
DT40 TDP1 CPT: growth inhibition of DT40 Tdp1-/-;hTDP1 cells with camptothecin (screen for TDP1 inhibitors). Potency, µM (doses to about 46.2 µM), for inactives: at the highest dose activity change, negative = growth inhibition, hits mostly inhibitors. chicken DT40 Tdp1-/-;hTDP1 cells + 20 nM CPT, ATP luminescence, 48 h. AID 686979. actives 12% (n = 420,000); note: nearly all actives have a fitted effect of over 55% in size
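Chicken DT40 Tdp1-/- cells stably complemented with human TDP1 were seeded at 400 cells/well in medium containing 20 nM camptothecin, exposed to pin-transferred compounds, and grown at 37 °C for at least 48 hr. Viability was read as ATP luminescence.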
TDP1 cell noCPT: qHTS for Inhibitors of human tyrosyl-DNA phosphodiesterase 1 (TDP1): qHTS in cells in absence of CPT | DT40 Tdp1-/- hTDP1 cells, no CPT, ATP luminescence, 48 h | actives 15% (n = 420,000) | Potency, µM (titrated, usually from 46.2 µM), for inactives: at the top dose activity change, negative = growth inhibition, most hits filed as inhibitors | AID 686978, 2013; note: nearly all actives have a fitted effect of over 55% in size
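DT40 Tdp1-/-;hTDP1 cells, no CPT (DMSO vehicle only), 400 cells/well; compounds pin-transferred; ≥48 hr, 37 °C; CellTiter-Glo 30 min RT dark, luminescence read.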
* marks the source's active call; other numbers are inactive results; ? = inconclusive; . = not tested or not shown. Calls come from the whole dose curve; as a rule, active = well fitted curve in the direction sought with a large enough effect; inconclusive = small, poorly fitted or top-dose-only effect, or another doubt; inactive = no such curve, though single readings can be large; an effect the other way counts as inactive or inconclusive. % is set by controls: 0 for no effect and ±100 for the full control effect; potency is the fitted concentration of half-maximal effect.

Value order: KAT2A inh	DT40 TDP1 CPT	TDP1 cell noCPT
Cc1ccsc1-c1nc(C(N)=O)c2[nH]c(=O)n(-c3ccc(Cl)cc3)c2n1
 : 4.2%	5.8µM*	4.11µM*
CNC(=O)C[C@@H]1C(=O)N(C2CCCCC2)CC1(C)C
 : .	-9.0%	-21.8%
CCOC(=O)c1ccc(N=C2SC(C(=O)Nc3ccccc3)CC(=O)N2C)cc1 (centres undefined)
 : -3.8%	-23.5%	-17.4%
O=C(C1CCCO1)N1CCN(c2c3c(nc4cc(-c5ccc(F)cc5)nn24)CCC3)CC1 (centres undefined)
 : -2.8%	?	16.4µM*
COc1ccccc1N1CCN(C(=O)c2cc(C3CC3)on2)CC1
 : 0.4%	-24.0%	?
Cc1ccccc1-c1nc(CN2CCC(C(=O)NCCCN3CCOCC3)CC2)c(C)o1
 : 2.9%	-28.0%	-6.3%
CC(=O)c1ccc(N2CCN(C(=S)Nc3ccccc3)CC2)cc1
 : 0.4%	?	20.6µM*
C[C@@H]1CN([C@H](C)CO)C(=O)CCCn2nncc2CO[C@@H]1CN(C)S(=O)(=O)c1ccc2ccccc2c1
 : .	-14.7%	?
O=C(N/N=C\c1ccccc1)c1ccccc1-n1cccc1
 : -0.2%	3.3%	?
Cc1ccc2oc(-c3ccc(NC(=O)c4ccncc4)cc3O)nc2c1
 : -8.4%	2.9%	-10.0%
CCC12CN3CC(CC)(CN(C1)C3c1ccc(OC(C)C)cc1)C2=O (centres undefined)
 : 2.9%	-29.8%	?
Cc1nnsc1C(=O)N/N=C/c1cccc(C(F)(F)F)c1
 : -4.2%	2.4%	-5.3%
CC(=O)CCc1c(C)nc2ccc(C(=O)O)cc2c1Cl
 : -4.2%	1.5%	-19.7%
COc1ccc(C(=O)Nc2cccc(NC(=O)c3ccc(OC)c(OC)c3)n2)cc1OC
 : 2.8%	8.2µM*	7.31µM*
COc1ccc(C(=O)NCC(O)CN2CCOCC2)cc1[N+](=O)[O-] (centres undefined)
 : -15.6%	-4.9%	-7.2%
Cc1ccc(C2CC(c3ccc(C)cc3)n3nc(N)nc3N2)cc1 (centres undefined)
 : -2.4%	?	?
O=C1CC(C(=O)O)c2ccccc2N1 (centres undefined)
 : 5.7%	-8.4%	-4.3%
O=C(Nc1nnc2n1CCS2)c1ccco1
 : -4.7%	2.2%	-11.9%
COc1ccc(-c2nnc(SCC(=O)N/N=C/c3ccccc3C(=O)O)n2-c2ccc(Cl)cc2)cc1
 : -14.6%	-0.9%	-9.8%
O=C(c1cc(-c2cccs2)nn1-c1ccccc1)N1CCN(S(=O)(=O)c2ccccc2)CC1
 : -8.4%	?	18.4µM*
Cc1ccc2c(c1)C(c1ccccc1)N(C(=O)c1ccccc1[N+](=O)[O-])CC(=O)N2 (centres undefined)
 : -12.5%	11.6µM*	9.2µM*
Cc1noc(C)c1NC(=O)N(C)C[C@H]1Oc2ccc(NC(=O)Cc3ccccc3)cc2C(=O)N([C@H](C)CO)C[C@@H]1C
 : -1.5%	-12.0%	0.5%
Cc1ccc(C)c(CSc2nnc3[nH]c(=O)cc(-c4ccccc4)n23)c1
 : -14.7%	-2.8%	-2.7%
Cc1ccc(C(=O)NNC(=O)C2CCN(c3nccc(C)n3)CC2)cc1
 : -3.7%	-7.5%	-11.3%
Cc1ccccc1C(=O)N(C)[C@H]1C[C@H]2c3[nH]c4ccccc4c3CCN2C(=O)[C@H]1[C@H](C)O
 : .	?	20.6µM*
COc1ccc(CCN(C)C(=O)c2cccc(S(=O)(=O)N3CCN(c4ccc(F)cc4)CC3)c2)cc1OC
 : .	14.6µM*	16.4µM*
CCOC(=O)c1ccc(N2C(=O)c3n[nH]c(C)c3C2c2ccc(OC)c(OC)c2)cc1 (centres undefined)
 : -9.8%	-23.4%	?
CC(=O)OCC#CCSc1nnc(-c2cccc(Br)c2)o1
 : -2.3%	-18.2%	-18.4%
CC(C)COc1ccc2[nH]c3c(c2c1)CCCC3=O
 : 0.0%	6.4%	-2.4%
CCCn1c(CN2CCN(C(=O)OCC)CC2)nc2cc(NC(=O)CC)ccc21
 : -3.6%	3.26µM*	4.61µM*

A different layout for two compounds above.
structure,KAT2A inh,DT40 TDP1 CPT,TDP1 cell noCPT
COc1ccc(C(=O)NCC(O)CN2CCOCC2)cc1[N+](=O)[O-] (centres undefined),-15.6%,-4.9%,-7.2%
Cc1ccccc1-c1nc(CN2CCC(C(=O)NCCCN3CCOCC3)CC2)c(C)o1,2.9%,-28.0%,-6.3%

(continued)
Value order: KAT2A inh	DT40 TDP1 CPT	TDP1 cell noCPT
O=C(COC(=O)C12CC3CC(CC(C3)C1)C2)Nc1nc2c(F)c(F)c(F)cc2s1
 : -0.1%	?	?
COc1cccc(C2=NC(C)(C)NC(c3ccccc3O)C2)c1 (centres undefined)
 : -1.0%	14.6µM*	18.4µM*
CCCCc1ccc(NC(=S)NCc2ccc(OC)cc2)cc1
 : -8.5%	?	18.4µM*
Cc1cc(=O)oc2cc(OCC(=O)N3c4ccccc4CC3C)ccc12 (centres undefined)
 : -12.0%	4.11µM*	2.31µM*
COc1ccc(COCC(O)CN2CCC(C(N)=O)CC2)cc1OC (centres undefined)
 : -1.0%	15.6%	3.3%
Nc1ccc(Cl)c(S(=O)(=O)Nc2ccc(Cl)cc2)c1
 : -3.1%	?	-20.8%
O=C(O)[C@@H]1CN[C@@H](C(=O)O)C1
 : -8.7%	8.6%	-16.3%
CCc1ccc(CN(C)C(=O)c2cc(COc3cncc(Cl)c3)on2)cc1
 : .	?	?
CCC1CCCCN1C(=O)CSc1nnc(CNC(=O)c2c(F)cccc2Cl)o1 (centres undefined)
 : -33.1%	-15.1%	3.5%
C/C(CC(=O)NCCCN1CCOCC1)=N\NC(=O)COc1cccc2ccccc12
 : -1.0%	5.0%	-2.1%
CCOc1ccc(NC(=O)c2cn(-c3ccc(OCC)cc3)c(=O)c3cc(OC)c(OC)cc23)cc1
 : -18.4%	-9.1%	-3.0%
O=C(CSc1nnc(Nc2ccccc2)s1)Nc1ccc(S(=O)(=O)N2CCOCC2)cc1
 : 2.1%	?	?
O=C(O)c1cccc(Nc2nc3ccccc3nc2NS(=O)(=O)c2ccccc2)c1
 : -7.9%	-19.7%	-1.4%
CO[C@H]1CN(C)C(=O)c2ccc(NS(=O)(=O)c3ccccc3F)cc2OC[C@H](C)NC[C@@H]1C
 : .	3.9%	-15.6%
COc1ccccc1CNC(=O)c1nccnc1CO
 : -16.0%	4.4%	3.9%
COc1ccc(C(=O)NCC2(N3CCN(C)CC3)CCCCC2)cc1
 : -5.7%	1.5%	5.6%
NC(=O)C1CC(=O)N(c2ccc(OCC(=O)Nc3cccc(C(F)(F)F)c3)cc2)C1 (centres undefined)
 : -6.6%	-19.9%	-21.5%
COc1ccc(CNC(=O)c2ccc(Cn3c(=O)c4cccn4c4cccnc43)cc2)cc1OC
 : 2.2%	4.0%	-16.1%
Cc1ccccc1C(=O)N1CCC(C(=O)Nc2ccccc2N2CCCC2)CC1
 : -5.3%	-2.3%	-28.1%
COC(=O)c1ccccc1NC(=O)CSc1nncn1-c1ccccn1
 : -2.7%	0.9%	0.7%
COc1ccc(NC(=O)CCc2nc(-c3ccc(C)cc3)no2)c(OC)c1
 : 1.3%	?	18.4µM*
CCOC(=O)/C(=N\Nc1ccccc1Cl)N1CCN(C)CC1
 : -3.8%	?	?
Cc1cc(C(=O)OCC(=O)N2CC(=O)Nc3ccccc32)no1
 : -1.6%	-15.5%	-11.0%
CCCCCn1c(=O)[nH]c2cc(C(=O)N3CCN(c4ccc(OC)cc4)CC3)ccc2c1=O
 : 0.4%	9.2µM*	18.4µM*
Cc1cc(NC(=O)C2CC2)ccc1NC(=O)c1cccs1
 : 0.1%	-20.8%	-27.1%
O=C1CCC(/C=C/c2ccccc2)=NN1Cc1ccccc1
 : -18.1%	10.5%	-18.1%
O=C(CSc1nnc(-c2ccccc2F)n1C1CC1)Nc1ccc2[nH]c(=O)[nH]c2c1
 : -12.1%	2.2%	-1.4%
COCCNC(=O)C1(C)CCCN(Cc2ccc(Cl)c(Cl)c2)C1 (centres undefined)
 : .	20.6µM*	16.4µM*
CC(C)NC(=O)COc1coc(CN2CCN(c3cccc(Cl)c3)CC2)cc1=O
 : 1.2%	-19.5%	5.2%
COC(=O)Cn1ccc(-c2ccc(Cl)cc2)c(C#N)c1=O
 : -3.5%	1.6%	16.0%
Cc1ccc(C(=O)CC2(O)C(=O)N(CCc3ccccc3)c3ccc(Cl)cc32)cc1 (centres undefined)
 : -6.7%	20.6µM*	23.1µM*
Cc1cccc(CC2C(=O)Nc3ccccc32)c1 (centres undefined)
 : -5.3%	?	20.6µM*
CCOc1ccc(CCNC(=O)c2cc3c(=O)oc4ccc(C)cc4c3s2)cc1OCC
 : -2.6%	13µM*	?
N=c1c(C(=O)NCCc2ccccc2)cc2c(=O)n3ccccc3nc2n1CC1CCCO1 (centres undefined)
 : -23.5%	?	?
CN(C)c1ccc(NC(=O)CSCc2nc3c(nnn3Cc3ccc(F)cc3)c(=O)[nH]2)cc1
 : ?	-15.5%	-15.4%
COc1ccc(N(C)S(=O)(=O)c2cccc(C(=O)NC3CCCC3)c2)cc1
 : -13.0%	?	?
Cc1cc(C)c(C(=O)OCCNC(=O)c2cccnc2)cc1C
 : -2.4%	?	?
CCCCN1C[C@H](Cc2ccccc2)[C@@H](CC(=O)Nc2ccccc2)C1=O
 : -3.3%	16.4µM*	?
CCOC(=O)C1=C(N)n2c(s/c(=C\c3cccnc3)c2=O)=C(C#N)C1c1cccnc1 (centres undefined)
 : .	11.0%	16.3%
COCCCN1C(=O)C(CC(=O)NC2CC2)CC(C(=O)N2CCOCC2)=C1C (centres undefined)
 : .	-13.5%	-7.1%
Oc1ccc2c(c1)oc1cc(O)ccc12
 : -8.4%	?	?
C/C(=C\C(=O)c1ccc(Br)cc1)NNC(=O)c1ccc(O)cc1
 : -1.0%	13µM*	?
Cc1ccc(C(=O)N2CCC(C(=O)c3c(C)cc(C)cc3C)CC2)cc1
 : -17.7%	?	?
COC(=O)c1ccc2c(=O)n(CCCCCC(=O)N3CCN(c4cccc(C)c4C)CC3)c(=O)[nH]c2c1
 : 2.4%	?	?
O=C(CSc1ncnc2nc[nH]c12)N1CCOCC1
 : 1.7%	7.9%	3.5%
CCCCOC(=O)C1=C(C)Nc2ncnn2C1c1ccc(OC)c(OC)c1 (centres undefined)
 : -6.1%	13.7%	-17.0%
CCOC(=O)c1ccc(Nc2nc3ccc(C(=O)c4ccccc4)cc3n3c(C)nnc23)cc1
 : 2.0%	-22.0%	-18.4%
CC(=O)N(Cc1cc2cc(C)c(C)cc2n2nnnc12)CC1COCCO1 (centres undefined)
 : -10.2%	-26.4%	-11.0%
O=C(O)c1ccc(/C=C/C(=O)c2ccc3c(c2)OCCCO3)cc1
 : -4.1%	?	23.1µM*
CCC(C)c1ccc(S(=O)(=O)Nc2cccnc2)cc1 (centres undefined)
 : -5.1%	?	29.1µM*
COc1ccc(NC(=O)CN2CCN(c3nc(-c4ccc(F)cc4)cs3)CC2)c(OC)c1
 : -6.9%	?	?
O=C(CC1Sc2ccccc2NC1=O)NCc1ccccc1 (centres undefined)
 : -8.1%	-3.6%	-0.6%
Clc1ccc(SCCCCn2cncn2)cc1
 : 4.1%	-5.5%	-14.6%
Cc1ccc(-n2c3c(c(=O)[nH]c2=O)C(NC(=O)C(C)(C)C)(C(F)(F)F)C(=O)N3)cc1 (centres undefined)
 : -5.3%	6.2%	2.5%
COc1ccc(-c2csc(N(CCCN(C)C)C(=O)c3ccccc3C)n2)cc1
 : -8.6%	3.66µM*	4.61µM*
CC(Oc1ccccc1)C(=O)Nc1nnc(S(=O)(=O)N(C)c2ccccc2)s1 (centres undefined)
 : -7.5%	?	?
CCCCOc1ccc(S(=O)(=O)NC(=O)C2(C)CCN2C(=O)c2cccc(F)c2)cc1 (centres undefined)
 : .	3.6%	-9.8%
Nc1c(-c2nc(-c3ccncc3)no2)nnn1CC(=O)Nc1ccccc1
 : -10.6%	?	?
COc1cc(-c2cc(C(=O)O)c3cc4c(cc3n2)OCCO4)cc(OC)c1OC
 : -20.1%	3.0%	9.1%
Clc1ccc2c(c1)[C@H]1OCC[C@H]1[C@@H](c1ccco1)N2
 : -10.1%	-78.3%	?
Cc1cc(NC(=O)C2CCCN(S(=O)(=O)c3c(C)noc3C)C2)n[nH]1 (centres undefined)
 : -5.0%	-24.4%	-3.1%
Cc1cc(C(=O)N2CCN(c3ccccc3F)CC2)c2c(C)nn(-c3ccccc3)c2n1
 : -15.9%	?	?

An excerpt, so the mix of outcomes need not match the whole.
